High-throughput results (PubChem)
mHTT CaM bind: mutant huntingtin-calmodulin interaction inhibitors – biochemical, AlphaScreen, primary screen. AID 1671202, 2021. 190,000 compounds, 3.6% hits. inhibition, % at 15 µM. P42858. AlphaScreen His-mHTT/GST-CaM binding, luminescence;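 note: 0% = both proteins with DMSO and 100% = one protein alone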
Target sequence (P42858 whole entry, looked up, stated change not applied): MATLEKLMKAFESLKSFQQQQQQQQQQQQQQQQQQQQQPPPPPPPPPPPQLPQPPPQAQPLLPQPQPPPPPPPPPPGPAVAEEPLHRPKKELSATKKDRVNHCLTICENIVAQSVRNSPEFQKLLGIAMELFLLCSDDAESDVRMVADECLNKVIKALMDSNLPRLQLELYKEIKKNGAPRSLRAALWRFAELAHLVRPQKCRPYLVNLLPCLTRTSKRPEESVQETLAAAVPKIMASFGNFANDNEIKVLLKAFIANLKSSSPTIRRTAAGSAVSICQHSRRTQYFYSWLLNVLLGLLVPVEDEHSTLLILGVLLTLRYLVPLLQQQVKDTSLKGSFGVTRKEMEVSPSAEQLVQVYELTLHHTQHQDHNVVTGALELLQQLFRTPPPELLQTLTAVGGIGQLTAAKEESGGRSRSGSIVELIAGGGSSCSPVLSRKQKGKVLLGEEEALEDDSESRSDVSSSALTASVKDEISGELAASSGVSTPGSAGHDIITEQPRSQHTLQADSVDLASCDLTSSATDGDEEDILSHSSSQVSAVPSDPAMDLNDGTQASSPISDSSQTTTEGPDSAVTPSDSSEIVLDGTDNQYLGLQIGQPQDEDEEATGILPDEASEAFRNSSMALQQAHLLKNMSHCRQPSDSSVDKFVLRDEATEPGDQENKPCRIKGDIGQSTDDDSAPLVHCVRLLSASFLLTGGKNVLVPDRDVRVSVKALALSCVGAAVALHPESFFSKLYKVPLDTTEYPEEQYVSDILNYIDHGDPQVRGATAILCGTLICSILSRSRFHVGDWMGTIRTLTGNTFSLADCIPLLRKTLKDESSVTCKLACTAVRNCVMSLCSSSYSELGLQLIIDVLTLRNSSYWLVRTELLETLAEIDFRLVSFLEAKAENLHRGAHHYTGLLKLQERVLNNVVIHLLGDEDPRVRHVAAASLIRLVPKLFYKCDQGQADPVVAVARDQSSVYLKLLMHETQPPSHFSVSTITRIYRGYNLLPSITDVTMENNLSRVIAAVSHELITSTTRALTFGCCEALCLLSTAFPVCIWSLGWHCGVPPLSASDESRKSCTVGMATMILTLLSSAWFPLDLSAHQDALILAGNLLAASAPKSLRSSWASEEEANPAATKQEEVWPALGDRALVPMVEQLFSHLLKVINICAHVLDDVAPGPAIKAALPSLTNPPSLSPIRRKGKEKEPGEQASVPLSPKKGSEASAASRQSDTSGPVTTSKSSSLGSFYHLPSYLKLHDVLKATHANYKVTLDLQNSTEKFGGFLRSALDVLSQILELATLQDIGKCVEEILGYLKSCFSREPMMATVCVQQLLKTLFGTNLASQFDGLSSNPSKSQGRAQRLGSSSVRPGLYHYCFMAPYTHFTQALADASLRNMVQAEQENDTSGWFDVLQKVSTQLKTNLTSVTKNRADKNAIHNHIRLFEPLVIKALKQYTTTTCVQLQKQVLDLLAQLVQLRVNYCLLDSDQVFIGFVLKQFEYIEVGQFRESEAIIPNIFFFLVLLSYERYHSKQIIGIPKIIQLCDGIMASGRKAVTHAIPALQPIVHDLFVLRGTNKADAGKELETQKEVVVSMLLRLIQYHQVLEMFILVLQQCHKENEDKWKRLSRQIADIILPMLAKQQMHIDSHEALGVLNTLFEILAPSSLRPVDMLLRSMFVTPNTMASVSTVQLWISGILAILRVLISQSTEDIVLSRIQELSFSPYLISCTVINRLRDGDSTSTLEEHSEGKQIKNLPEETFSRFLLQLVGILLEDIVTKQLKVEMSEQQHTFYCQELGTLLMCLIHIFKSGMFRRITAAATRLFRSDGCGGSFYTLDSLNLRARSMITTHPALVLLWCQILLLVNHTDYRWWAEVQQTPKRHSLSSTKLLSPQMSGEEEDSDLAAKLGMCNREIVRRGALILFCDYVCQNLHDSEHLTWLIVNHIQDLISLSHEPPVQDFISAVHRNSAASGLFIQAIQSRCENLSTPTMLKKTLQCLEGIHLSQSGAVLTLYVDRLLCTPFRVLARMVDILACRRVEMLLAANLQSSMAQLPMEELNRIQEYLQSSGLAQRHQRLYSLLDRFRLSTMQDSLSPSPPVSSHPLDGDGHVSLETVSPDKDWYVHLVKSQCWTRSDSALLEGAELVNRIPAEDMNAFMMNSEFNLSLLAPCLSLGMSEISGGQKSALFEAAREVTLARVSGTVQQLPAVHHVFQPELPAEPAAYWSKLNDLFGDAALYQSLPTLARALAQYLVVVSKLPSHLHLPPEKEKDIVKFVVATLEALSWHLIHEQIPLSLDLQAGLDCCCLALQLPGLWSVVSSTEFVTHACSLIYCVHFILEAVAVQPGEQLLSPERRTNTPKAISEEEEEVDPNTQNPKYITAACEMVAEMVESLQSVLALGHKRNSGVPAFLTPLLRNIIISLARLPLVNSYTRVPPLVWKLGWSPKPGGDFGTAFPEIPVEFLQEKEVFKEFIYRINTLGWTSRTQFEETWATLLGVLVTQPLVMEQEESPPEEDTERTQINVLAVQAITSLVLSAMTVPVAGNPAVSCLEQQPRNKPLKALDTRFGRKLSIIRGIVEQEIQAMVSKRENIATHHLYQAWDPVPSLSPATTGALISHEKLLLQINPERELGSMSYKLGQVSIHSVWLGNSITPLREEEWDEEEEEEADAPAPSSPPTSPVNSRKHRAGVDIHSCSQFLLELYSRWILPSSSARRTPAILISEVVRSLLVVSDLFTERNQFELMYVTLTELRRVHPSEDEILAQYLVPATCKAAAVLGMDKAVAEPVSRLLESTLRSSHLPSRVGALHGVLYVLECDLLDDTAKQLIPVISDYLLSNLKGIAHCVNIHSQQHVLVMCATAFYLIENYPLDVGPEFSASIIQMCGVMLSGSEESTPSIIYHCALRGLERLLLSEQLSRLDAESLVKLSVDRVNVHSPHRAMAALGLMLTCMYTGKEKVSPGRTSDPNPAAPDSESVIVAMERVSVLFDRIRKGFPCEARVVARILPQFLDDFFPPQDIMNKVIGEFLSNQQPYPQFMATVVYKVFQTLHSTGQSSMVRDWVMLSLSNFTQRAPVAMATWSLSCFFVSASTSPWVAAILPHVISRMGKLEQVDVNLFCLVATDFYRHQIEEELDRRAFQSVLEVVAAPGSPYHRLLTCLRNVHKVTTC
Pf apPOL inh: Pf-apPOL inhibitors, biochemical, fluorescence | inhibition, % at 10 µM | Plasmodium falciparum apicoplast DNA polymerase (apPOL) | 210,000 compounds, 0.25% hits | Recombinant Pf-apPOL, molecular beacon fluorescence, 1.5 h | AID 1794808, 2022
Active calls of the source: *; i = inactive; . = no result given; & = joins results of further samples. Cut-off read from the data, not from the text of the source: active = inhibition above about 50%; inactive = the rest.

SMILES | mHTT CaM bind | Pf apPOL inh
CC1(C)C2CCC1(C)C(OCC(O)CN1CCN(Cc3ccccc3)CC1)C2 (stereo not drawn) | 24 | -4
Cc1ccc2oc(-c3ccc(N)cc3O)nc2c1 | 35 | 4
CCN1C(=O)C(C)(C(=O)Nc2ccc3c(c2)OCCO3)Oc2cccnc21 (stereo not drawn) | 0 | -3
CC(N)=NN(C)c1cccc(F)c1C#N | . | -4
COc1cccc2c(Nc3ccc(NC(C)=O)cc3)cc(C(=O)N3CCSCC3)nc12 | 8 | -3
O=C1C(=O)c2ccccc2C(O)=C1CC(=O)c1ccccc1 | 18 | -2
COc1ccc(C(=O)N2CCN(Cc3ccccc3[N+](=O)[O-])CC2)cc1 | 9 | 19
O=c1c2sccc2n(Cc2ccc([N+](=O)[O-])cc2)c(=O)n1-c1ccc(F)cc1F | 3 | -4
Cc1cccc(OCC(=O)N2CCCC2)c1 | 1 | 2
Cc1noc(COC2CCN(C(=O)NCCc3ccccc3)CC2)n1 | 0 | -10
Cc1ccc(-n2nc3c(c2NC(=O)CC(C)C)CS(=O)(=O)C3)c(C)c1 | 1 | -5
COc1ccc(S(=O)(=O)N2c3cc(F)ccc3CCC2C)cc1OC (stereo not drawn) | -13 | -8
O=C(COc1ccccc1Cl)Nc1cccc(I)c1 | -10 | -13
O=C1CSC(c2ccc(Cl)cc2)N1c1ccc(O)cc1 (stereo not drawn) | -1 | -10
COCC(C)NC(=O)C(=O)Nc1cccc(C(F)(F)F)c1 (stereo not drawn) | -18 | 1
Cn1cc(Cl)c(C(=O)O)n1 | 1 | .
COc1cc(-c2ccc(NC(=O)C3CCCO3)c(OC)c2)ccc1NC(=O)C1CCCO1 (stereo not drawn) | 13 | -1
O=C(Nc1nnc(CSCc2ccc(Cl)cc2Cl)s1)Nc1ccccc1F | -7 | -10
O=C(NCc1ccco1)c1cc2n(n1)C(C(F)(F)F)CC(c1ccc(Br)cc1)N2 (stereo not drawn) | 6 | -3
CC(=O)N1CCc2nn(CC(=O)Nc3ccccc3Cl)c(=O)cc2C1 | 13 | -1
CCN(CCCNC(=O)CCC(=O)N1CCCn2nc(C)cc21)Cc1ccccc1 | -6 | -4
COc1ccccc1-c1cc(C(F)(F)F)nc(S(=O)(=O)CCCC(=O)ON=C(C)C)n1 | 4 | -3
O=S(=O)(c1ccc(Cl)cc1)N1CCC(N2CCCCCC2)CC1 | 3 | -2
Cn1c(SCc2csc(C3CCCCC3)n2)nc2sc3c(c2c1=O)CCCC3 | -4 | .
CCOc1ccc(S(=O)(=O)N(CC(=O)N2CCCC2)c2ccccc2)cc1 | 4 | 7
Cc1cc(I)ccc1N1C(=O)C2C3C=CC(CC3)C2C1=O (stereo not drawn) | 2 | 1
Cc1c(CC(=O)Nc2ccccc2)sc2ccccc12 | . | -3
COc1ccc2nc(/C(N)=N/O)sc2c1 | i | .
Cc1ccn2cc(C(=O)NCc3ccc(N(C)C)cc3)nc2c1 | 15 | 1
c1n[nH]c(NCc2ccc3c(c2)OCO3)n1 | -3 | .
C=C(C)COc1ccc2c(=O)c(Oc3ccccc3Br)c(C)oc2c1 | -9 | -3
CCc1ccccc1NC(=O)N1CCc2cn(C)c3cccc(c23)C1 | 1 | -3
Cc1cccc(S(=O)(=O)N2CCN(CCc3cn(C)c4ncccc34)CC2)c1 | 41 | -3
Cc1ccccc1CC(=O)N1CC(C)C(c2nc(-c3ccccc3)no2)C1 (stereo not drawn) | 1 | -8
Cn1cccc1C(=O)N1CCC(c2nncn2Cc2ccccc2)CC1 | -2 | -2
C=CCOc1ccc(C(O)=C2C(=O)C(=O)N(CCCn3ccnc3)C2c2cccs2)cc1 (stereo not drawn) | 21 | -2
Cc1ccnc(SCCn2c(N3CCOCC3)nc3c2c(=O)n(C)c(=O)n3C)n1 | -2 | -2
O=C(Nc1nc2ccccc2s1)c1cc([N+](=O)[O-])ccc1Br | 10 | -3
CCS(=O)(=O)N1CCN(Cc2cccs2)CC1 | -2 | 1
Cc1cc(F)ccc1NC(=O)C1CCN(c2cncnc2N2CCOCC2)CC1 | -2 | -1
CCc1ccc(N=c2oc3c(C)ncc(CO)c3cc2C(=O)Nc2ccc(C)cc2)cc1 | 5 | 4
Cc1cccc2c(C(=O)NC(C)C)cc(N3CCCC3)nc12 | -4 | 11
CS(=O)(=O)N(CC(=O)NC1CCCCCC1)c1ccc(I)cc1 | -3 | -4
Cc1ccc(CNC(=O)C2(C)CCCN(C(=O)Nc3ccc(Br)cc3)C2)cc1 (stereo not drawn) | -9 | 8
COc1ccc(C(=O)NCC#N)cc1 | 1 | -4
COC(=O)C(O)(c1ccc(NC(=O)c2ccc(Cl)c(Cl)c2)cc1)C(F)(F)F (stereo not drawn) | . | 2
O=c1[nH]c2c(c3c1c(=O)oc1ccccc13)CCCC2 | -11 | .
CCC(=O)N1CCN(c2cccc(C)c2)C(=O)C1C (stereo not drawn) | -6 | 3

One compound at a time, as listed above. Order of screens: mHTT CaM bind | Pf apPOL inh
Results for Cc1ccnc(SCCn2c(N3CCOCC3)nc3c2c(=O)n(C)c(=O)n3C)n1 → -2 | -2
Results for O=c1[nH]c2c(c3c1c(=O)oc1ccccc13)CCCC2 → -11 | .

(further entries)
SMILES | mHTT CaM bind | Pf apPOL inh
Cc1cc(C)n2c(SCc3ccc(Br)cc3)nnc2n1 | -2&-2 | -1&8
OC1CCCN(Cc2cccc(Oc3ccccc3)c2)C1 (stereo not drawn) | -2 | 0
COCCC(=O)NC12CC3CC(CC(C3)C1)C2 | 2 | 1
CCOCCCN1COc2ccc3c(C)c(-c4ccc(OC)cc4)c(=O)oc3c2C1 | -5 | -56
CN1C(=O)c2cccnc2Sc2cc(NC(=O)C(C)(C)C)ccc21 | 1 | 2
CC1CCCCC1NC(=O)c1ccc2c(c1)NC(=O)c1ccccc1S2 (stereo not drawn) | -1 | -5
CC1=NOC(=O)/C1=C/c1ccc(O)c(Br)c1 | 8 | 0
COC1(c2ccc(Cl)cc2)OC(=O)c2ccccc21 (stereo not drawn) | -33 | -2
CC(C(=O)Nc1ccc([N+](=O)[O-])cc1Br)N1C(=O)c2ccccc2C1=O (stereo not drawn) | -5 | 0
CCC(C)NC(=O)c1ccc(Cl)cc1Cl (stereo not drawn) | -11 | 0
O=C(Cc1ccc([N+](=O)[O-])cc1)N1N=C2CCCCC2C1(O)C(F)(F)F (stereo not drawn) | -2 | 3
CCN(CC)S(=O)(=O)c1ccc2oc(C(=O)NC3CCCC3)c(C)c2c1 | -3 | -8
COc1cccc(CN2CCC(N3CCCCCC3)CC2)c1OC | 3 | -2
Cc1ccc(-n2nc3c(c2NC(=O)c2ccc([N+](=O)[O-])cc2)CSC3)cc1 | 35 | 0
COc1ccccc1-n1nnc(C(=O)N2CCc3ccccc32)c1-c1ccccn1 | -1 | -8
O=C(Nc1ccc(Cl)cc1)NC1CCCCNC1=O (stereo not drawn) | . | -10
O=[N+]([O-])c1cccc(C=Nc2ccc(-c3nc4ncccc4o3)cc2)c1O | 27 | 2
O=C(Nc1c2c(nn1-c1ccc(Cl)cc1)CSC2)c1cccc(Br)c1 | 50* | 3
Cn1cc(CC(=O)N2CCC(C(N)=O)CC2)c2ccccc21 | -2 | 0
Cc1ccc(Oc2nccnc2N2CCC(C(=O)Nc3ccc(F)c(F)c3)CC2)cc1 | -1 | -5
CN(C)C(=O)c1cc2c(s1)CCC(C(=O)NCc1ccc(N3CCCCC3)cc1)C2 (stereo not drawn) | -1 | -5
CC(C)CCNC(=O)CCC1CCN(c2cc(NC3CC3)ncn2)CC1 | 4 | -6
O=C(NC1CC2CC1CN2C(=O)c1nccc2ccccc12)c1cccs1 (stereo not drawn) | 4 | -2
O=[N+]([O-])c1cc(O)cc(C=Nc2c3ccccc3nc3ccccc23)c1 | -2 | 2
Cc1ccc(-c2nccn3cc(C(=O)NCc4ccncc4)nc23)cc1 | 8 | 7
CCCC(C)c1c(O)nc(SC)n(CC)c1=O (stereo not drawn) | -4 | -4
O=C(NCC1(O)CCCC1)Oc1ccccc1 | -2 | -8
CCN(C(=O)c1oc(=O)c2ccccc2c1-c1ccc(C)cc1)c1ccccc1 | 14 | 5
Cc1nnc(NC(=O)CN2CCCCC2c2nc(C(C)C)no2)s1 (stereo not drawn) | 0 | -8
Cc1ccc(-c2nc3ncccc3o2)cc1NC(=O)c1cccc(Cl)c1Cl | 2 | 6
O=[N+]([O-])c1cccc(-c2nc(-c3cccnc3)no2)c1 | 1 | 5
CCCC1OC23CCCCC2C(C#N)(C(=N)O3)C1(C#N)C#N (stereo not drawn) | -1 | 0
COCc1cc(=O)n2[nH]c(C)c(-c3ccc(Cl)cc3)c2n1 | -10 | -6
O=C(N/C(=C\c1cccc(F)c1)C(=O)N1CCOCC1)c1ccccc1Br | 0 | -9
COc1ccc(NC(=O)O/N=C/c2ccc(Br)cc2)cc1 | i | 1
COc1cc2nc(-c3ccc(I)cc3)oc(=O)c2cc1OC | 2 | -2

Some of the entries above, set out differently:
Each structure is followed by: mHTT CaM bind | Pf apPOL inh
Cc1ccc(Oc2nccnc2N2CCC(C(=O)Nc3ccc(F)c(F)c3)CC2)cc1
→ -1 | -5
CN(C)C(=O)c1cc2c(s1)CCC(C(=O)NCc1ccc(N3CCCCC3)cc1)C2 (stereo not drawn)
→ -1 | -5
CC(C)CCNC(=O)CCC1CCN(c2cc(NC3CC3)ncn2)CC1
→ 4 | -6
O=C(NC1CC2CC1CN2C(=O)c1nccc2ccccc12)c1cccs1 (stereo not drawn)
→ 4 | -2
O=[N+]([O-])c1cc(O)cc(C=Nc2c3ccccc3nc3ccccc23)c1
→ -2 | 2
Cc1ccc(-c2nccn3cc(C(=O)NCc4ccncc4)nc23)cc1
→ 8 | 7
CCCC(C)c1c(O)nc(SC)n(CC)c1=O (stereo not drawn)
→ -4 | -4
O=C(NCC1(O)CCCC1)Oc1ccccc1
→ -2 | -8
CCN(C(=O)c1oc(=O)c2ccccc2c1-c1ccc(C)cc1)c1ccccc1
→ 14 | 5
Cc1nnc(NC(=O)CN2CCCCC2c2nc(C(C)C)no2)s1 (stereo not drawn)
→ 0 | -8
Cc1ccc(-c2nc3ncccc3o2)cc1NC(=O)c1cccc(Cl)c1Cl
→ 2 | 6
O=[N+]([O-])c1cccc(-c2nc(-c3cccnc3)no2)c1
→ 1 | 5
CCCC1OC23CCCCC2C(C#N)(C(=N)O3)C1(C#N)C#N (stereo not drawn)
→ -1 | 0
COCc1cc(=O)n2[nH]c(C)c(-c3ccc(Cl)cc3)c2n1
→ -10 | -6
O=C(N/C(=C\c1cccc(F)c1)C(=O)N1CCOCC1)c1ccccc1Br
→ 0 | -9
COc1ccc(NC(=O)O/N=C/c2ccc(Br)cc2)cc1
→ i | 1
COc1cc2nc(-c3ccc(I)cc3)oc(=O)c2cc1OC
→ 2 | -2

(continued)
SMILES | mHTT CaM bind | Pf apPOL inh
CCN(CC)Cc1c(O)ccc2c1OC(=Cc1ccc(Cl)cc1)C2=O | 46 | -45
CS(=O)(=O)c1nc(-c2ccc(Br)cc2)n[nH]1 | -11&-9 | -2
O=C(O)c1cccc(NC(=O)C(c2ccccc2)c2ccccc2)c1 | 0 | -1
COc1cc(CCN=Cc2ccccc2O)c([N+](=O)[O-])cc1OC | . | -26
CC(=O)Nc1ccc(S(=O)(=O)N2CCC(CN3CCCCC3)CC2)cc1 | -6 | 0
COc1ncc(C(=O)Nc2cccc(Cl)c2C)c(C)n1 | 1 | -9
CCNC(=S)N1CCOCC1 | -4 | -10
CC(C)(C)c1cc(C(c2ccccc2O)N2CCOCC2)cc(C(C)(C)C)c1O (stereo not drawn) | 52* | 12
COc1cc(NC(=O)c2ccccc2)c(C)cc1NC(=O)CC(CC(=O)O)c1ccccc1 (stereo not drawn) | . | 1
COc1ccc(N2CCN(C(=O)C(C)(C)C)C(C)C2=O)cc1 (stereo not drawn) | -8 | -2
CCCCCc1cc(C(=O)O)[nH]c1-c1ccccc1 | 18 | -1
COc1cccc(C2=NN(C(=O)c3cccc([N+](=O)[O-])c3)C(O)(C(F)(F)F)C2)c1 (stereo not drawn) | 7 | -4
CC1(O)N(Cc2ccccc2)C(=O)OC12CCCCC2 (stereo not drawn) | -2 | -1
O=C(O)CN1C(=O)C(=Cc2ccccc2O)SC1=S | 17 | 0
CC(C)=C1C2C=CC1C1C(=O)N(c3cc(C(F)(F)F)ccc3Cl)C(=O)C21 (stereo not drawn) | -2 | -1
COc1cc(/C=C2/C=C(c3ccc(Br)cc3)OC2=O)c([N+](=O)[O-])cc1OC | 20 | -3
COc1ccc(CCNC(=O)C(=O)NCc2ccccc2Cl)cc1OC | 7 | -6
O=C(NCCSCc1ccco1)c1ccc(C2SCC(=O)N2Cc2ccccc2)cc1 (stereo not drawn) | 13 | -2
CCCCN1CCN(C(=O)C2(c3ccc(NC(=O)C(C)C)cc3)CCCCC2)CC1 | -4 | -7
COc1ccc(OC)c(Nc2nc3nonc3nc2N2CCOCC2)c1 | -9 | 2
CC(=O)n1nccc1-c1nccnc1C | . | -11
CC(=O)N1c2c(cc(Br)cc2S(=O)(=O)Nc2cccc(Cl)c2C)CC1C (stereo not drawn) | 3 | -2
O=C(Nc1ccc([N+](=O)[O-])cc1)N1CCN(c2ccccc2F)CC1 | 0 | -5
CCOc1ccc(-c2nc(-c3ccccc3C)cc(=O)o2)cc1 | -1 | 0
O=c1c2cc3c(=O)n(C4CCCCC4)c(=O)c3cc2c(=O)n1C1CCCCC1 | -1 | -2
CCOc1ccccc1NC(=O)CSc1nnc(-c2ccco2)o1 | -3 | 0
O=C(c1ccc(F)cc1)n1nnc2ccccc21 | -3 | -12
CC1(C)CCCC2(C)C1CCC1(C)OC(=O)CC12 (stereo not drawn) | . | -10
CC(=O)c1ccc(NC(=O)CSc2nnc(N)s2)cc1 | -2 | 4
Cc1nn(C)c(NCc2cccs2)c1[N+](=O)[O-] | . | -26
O=C(c1ccco1)c1nnn(Cc2ccccc2)c1-c1ccccc1 | -5 | 4
CCC1C(=O)C(C)(C)C(=O)OC1c1ccc(Br)cc1 (stereo not drawn) | -9 | 6
CCSc1nnc2n(C)c(=O)c3c(n12)-c1ccccc1CC31CCCCC1 | 12 | -4
CCCOc1ccc(N2C(=O)CC(Nc3ccc(NC(C)=O)cc3)C2=O)cc1 (stereo not drawn) | -7 | -2
Cc1ccc(C(=O)Nc2ccc(N3CCN(c4ccccc4)C3=O)nc2)cc1F | -4 | -1
